# From PubChem
# 14-3-3 PPI: modulators of human 14-3-3 gamma - Raf peptide interaction; P61981; FP, 14-3-3gamma / TMR-pS259-Raf peptide binding; inhibition, % at 40 µM; 0.19% of 160,000 active; in the data active = inhibition above about 30%;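 also: 0% = protein plus tracer without compound and 100% = blank with tracer alone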
# Target sequence (P61981 whole entry, looked up): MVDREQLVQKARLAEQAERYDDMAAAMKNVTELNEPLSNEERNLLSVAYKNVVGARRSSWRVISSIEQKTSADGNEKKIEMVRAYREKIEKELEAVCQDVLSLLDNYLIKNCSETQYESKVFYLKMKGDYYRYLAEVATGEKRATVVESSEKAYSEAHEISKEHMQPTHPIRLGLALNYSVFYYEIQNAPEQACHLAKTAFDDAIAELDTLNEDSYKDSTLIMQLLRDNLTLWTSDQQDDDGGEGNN
# Active calls of the source: *; & = joins results of further samples.
structure,14-3-3 PPI
Cc1ccc(NC(=O)Cn2c(C)nc3sc4c(c3c2=O)CCCC4)c(Br)c1,-7
C=CCN(c1ccccc1)S(=O)(=O)c1ccc2[nH]cc(C(=O)NCc3ccccc3)c(=O)c2c1,-24
C=CCN1C(C(=O)c2ccccc2)=C(OC(=O)c2ccccc2)c2ccccc2S1(=O)=O,6
CCN=c1scc(C)n1/N=C/c1ccsc1,-3
Cc1cccc(C(=O)n2nc(C)c(Sc3ccc([N+](=O)[O-])cc3)c2C)c1,-2
COc1ccc(S(=O)(=O)N2Cc3ccccc3CC2C(=O)NCc2ccc(Br)cc2)cc1 (stereo not given),-5
NC(=O)CSCc1ccc(Br)cc1,-4
O=C(CSc1nnnn1-c1ccc2c(c1)CCC2)Nc1ccc2c(c1)OCCO2,-3
COc1ccc2c(c1OC)C(=O)OC2Nc1ccc(I)cc1 (stereo not given),-9
O=C(CCS(=O)(=O)c1cccc2nsnc12)N1CCN(c2ccccc2Cl)CC1,-1
CCn1c[n+](CC(O)COc2ccccc2C)c2ccccc21 (stereo not given),-9
CCn1c(=O)cc(SCC(=O)N2CCN(C3CCCCC3)CC2)c2ccccc21,-1
CC1=C(C(=O)OCC(C)C)C(c2ccc(C)s2)C2=C(CC(C)(C)CC2=O)N1 (stereo not given),2
CCOC(=O)C1CCCN(CC(=O)/C=C2/N(C)c3ccccc3C2(C)C)C1 (stereo not given),-34
CCOC(=O)c1ccc(NC(=O)N2CCN(CCc3ccccc3)CC2)cc1,-6

# An excerpt of these results, with each value named:
CCn1c[n+](CC(O)COc2ccccc2C)c2ccccc21 (stereo not given)
  14-3-3 PPI: -9
CCn1c(=O)cc(SCC(=O)N2CCN(C3CCCCC3)CC2)c2ccccc21
  14-3-3 PPI: -1
CC1=C(C(=O)OCC(C)C)C(c2ccc(C)s2)C2=C(CC(C)(C)CC2=O)N1 (stereo not given)
  14-3-3 PPI: 2
CCOC(=O)C1CCCN(CC(=O)/C=C2/N(C)c3ccccc3C2(C)C)C1 (stereo not given)
  14-3-3 PPI: -34

# The list continues.
structure,14-3-3 PPI
O=C1CCCC2=C1C(c1ccccc1)CS2 (stereo not given),0
Cc1cc(Cl)ccc1OCCCC(=O)N1CCN(c2ccccc2)CC1,-7
CCN1C=C/C(=C/C=C(\C=C\c2cc[n+](CC)cc2)c2cc[n+](CC)c3ccccc23)c2ccccc21,-66
CN1C(=O)C(C(=O)NC(C)(C)C)C2CC1(C)Oc1ccccc12 (stereo not given),-54
c1ccc(Nc2ncnc3c2oc2ccccc23)cc1,-4
CCOC(=O)c1cc2c(=O)n3ccccc3nc2n(CC2CCCO2)c1=NC(=O)c1ccccc1Br (stereo not given),-9
Cc1ccc(N=C2NC(=O)C(CC(=O)O)S2)cc1 (stereo not given),5
O=C(Nc1cccc2ccccc12)N1CCOCCOCCN(C(=O)Nc2cccc3ccccc23)CCOCC1,-7
O=C1CC(N2CCOCC2)C(=O)N1CCc1ccccc1 (stereo not given),6
CC(C)(Oc1ccc(Cl)cc1)C(=O)Nc1cccnc1,-3
COc1ccc(-n2nc3c(c2NC(=O)c2ccccc2OC)CS(=O)C3)cc1 (stereo not given),4
Cc1cccc(OCc2nc(C#N)c(N3CC(C)CC(C)C3)o2)c1 (stereo not given),-10
Brc1ccccc1-c1nc(-c2ccccc2)no1,0
CCOc1ccc(-n2c(=O)[nH]c3sc4c(c3c2=O)CCCC4)cc1,-12
Cc1cc(N2CCOCC2)c2c(N)c(C)cc(C)c2n1,1&5

# An excerpt from above in order of their number in 14-3-3 PPI, smallest number first:
structure,14-3-3 PPI
Cc1cc(Cl)ccc1OCCCC(=O)N1CCN(c2ccccc2)CC1,-7
CC(C)(Oc1ccc(Cl)cc1)C(=O)Nc1cccnc1,-3
Brc1ccccc1-c1nc(-c2ccccc2)no1,0
Cc1ccc(N=C2NC(=O)C(CC(=O)O)S2)cc1 (stereo not given),5

# Further compounds:
structure,14-3-3 PPI
Cc1nc(CNS(=O)(=O)c2cccc(F)c2)cs1,3
COc1cc(OC)cc(-n2nc(C(=O)N3CCCC3)c3ccccc3c2=O)c1,-3
COc1cc(C2c3c(oc4ccccc4c3=O)C(=O)N2Cc2cccnc2)cc(OC)c1OC (stereo not given),1
O=C(Nc1ccc(Cl)cc1)c1nn2c(C(F)(F)F)cc(-c3ccco3)nc2c1Cl,-2
CCOC(=O)c1c(NC(=O)C2c3ccccc3Oc3ccccc32)sc2c1CCC(C)C2 (stereo not given),-6
CCCCOc1ccc(S(=O)(=O)N2CCSC2c2ccc(OC)c([N+](=O)[O-])c2)cc1 (stereo not given),5
COCCCNCCOCCOc1c(OC)cccc1OC,1
O=C(CSc1nc2c(c(=O)n1-c1ccc(Cl)cc1)SCC2)Nc1nccs1,-4
O=C(COC(=O)c1cc(-c2ccccc2)nc2ccccc12)c1ccc(Cl)c([N+](=O)[O-])c1,-9
CCC1Oc2ccc(C)cc2N(CC(=O)N2CC(C)CC(C)C2)C1=O (stereo not given),2
CC(=O)Oc1ccc2nc(-c3cc([N+](=O)[O-])ccc3Cl)oc(=O)c2c1,-4
CCOCCN(C=O)c1cccc(OC)c1,2
Cc1cc(C)cc(N2C(=O)c3ccccc3NC2c2ccccc2Cl)c1 (stereo not given),5
COc1cccc(CCC(=O)O)c1OC,0
COc1cc2c(cc1OC)-c1nnc(C)n1C(C)(C)C2,-3

structure,14-3-3 PPI
O=C1CCCC2=C1C(c1ccc(O)c(Cl)c1)C1=C(CCCC1=O)N2,0
COc1ccc(CNC(=O)c2nnn(-c3ccc(OC(F)(F)F)cc3)c2N)cc1,0
COC(=O)c1ccc(NC(=O)c2cc3ccccc3cc2OC)cc1,0
O=C(CCN1C(=O)C2C3C=CC(C3)C2C1=O)Nc1cccc(Cl)c1 (stereo not given),-9
COc1ccccc1CNC(=O)c1sc2nc(C)nc(N3CCC(C)CC3)c2c1C,4
COc1cccc(-n2c(N)c(C(N)=O)sc2=S)c1,-6
c1ccc2c(c1)ncn2Cc1nnc2sc(-c3ccc4c(c3)OCO4)nn12,-3
CSc1cccc(NC(=O)C(Cc2ccccc2)NS(=O)(=O)c2ccc(Br)s2)c1 (stereo not given),-12
COc1ccc(OC(=O)c2cccc(S(=O)(=O)N3CCCC3)c2)cc1,-8
C(=C\c1ccco1)/C=N/n1cnnc1,1
O=[N+]([O-])c1ccc(-c2nc(N3CCCC3)c3ccccc3n2)cc1,3
O=C(CSc1nc2ccsc2c(=O)n1Cc1ccc(C(=O)O)cc1)Nc1nccs1,-8
O=C(CSc1nnc(-c2ccc(Br)cc2)n1C1CCCCC1)N1CCCC1,4
O=c1c2cccnc2[nH]c(=S)n1Cc1ccccn1,2
O=C(CN1CCOCC1)N1CCN(C(=O)CN2CCOCC2)CC1,2

structure,14-3-3 PPI
COC(=O)c1ccc(C(=O)OC)c(NC(=O)CCC(=O)O)c1,3
Cc1nn(-c2ccccc2)c2nc(-c3ccccc3)cc(-c3ccccc3)c12,-5
COc1ccc(C(=O)CSc2nc(SC)ns2)cc1OC,1
COc1ccc(C2C(C(=O)NCc3ccccc3OC)c3ccccc3C(=O)N2c2ccc(OC)cc2)cc1 (stereo not given),-6
CCCCOc1ccc(C2CC(=O)C3=C(C2)Nc2ccccc2N(C(C)=O)C3c2ccccc2)cc1 (stereo not given),-4
O=C(Cn1c(C2CC2)nc2ccccc2c1=O)Nc1ccc(Br)cc1,-1
O=C(Nc1ccc2oc(-c3ccccc3F)nc2c1)c1ccc2c(c1)OCCO2,-7
CC1CC1C(=O)OCc1cc(=O)n2cc(Br)ccc2n1 (stereo not given),-6
Cc1nn(-c2cc(N3CCN(CCO)CC3)ccc2[N+](=O)[O-])c(=O)c2ccccc12,-5
CCC(=O)n1ccc(C(=O)Nc2ccccc2)n1,1
COC(=O)Cc1c[nH]c2ccc(OCC(O)CNC(C)C)cc12 (stereo not given),-3
CCOC(=O)c1cnc(SCC(=O)N2CCN(C(=O)c3ccco3)CC2)nc1N,-3
Cc1ccc(S(=O)(=O)Nc2ccccc2-c2nc3ccccc3c(=O)o2)cc1,-9
Cc1ccccc1-c1nnc(SCc2ccccc2)o1,-2
CC(C)c1ccc(OCc2ccc(C(=O)N3CCN(c4ccccn4)CC3)cc2)cc1,0

structure,14-3-3 PPI
O=C1CCCC2=C1C(c1ccccc1)c1c(nc(SCc3ccccc3Cl)[nH]c1=O)N2 (stereo not given),-10
O=C(OCn1nnc2ccccc2c1=O)c1ccc2c(=O)n3c(nc2c1)CCC3,-6
O=C(c1cc2cc(Br)ccc2oc1=O)N1CCCc2ccccc21,5
Cc1cc(C)n(CC(=O)NC2CCCCC2)n1,-5&-3
CN(C)c1ccc(C2NC(c3ccc(N(C)C)cc3)C3CCCC2C3=O)cc1 (stereo not given),-120
CCC(C)[C@H](NC(=O)Nc1ccc2c(c1)OCCO2)C(=O)O (stereo not given in full),-1
COc1ccc(-n2c(CNC(=O)COc3ccccc3)n[nH]c2=S)cc1,-3
Nc1nonc1-c1noc(C23CC4CC(CC(C4)C2)C3)n1,9
COc1ccc(CN(C2CCCC2)S(=O)(=O)c2ccc(-n3cnnn3)cc2)cc1OC,2
Cc1cc(Cl)ccc1OC(=O)c1cc2cc(Br)ccc2oc1=O,-6
Cc1cc(NS(=O)(=O)c2ccc(Nc3nc(-c4sc(N)nc4C)cs3)cc2)no1,-6
COC(=O)c1ccccc1S(=O)(=O)Nc1ccc2cn[nH]c2c1,-4
C=COCCNC(=O)C(=O)NCc1ccccc1,-3
CC1CCCCN1S(=O)(=O)c1ccc(C(=O)Nc2nc3c(s2)CSc2ccccc2-3)cc1 (stereo not given),-95
COc1ccc(C2=NN(c3nc(-c4ccc(S(=O)(=O)N5CCOCC5)cc4)cs3)C(c3ccco3)C2)cc1 (stereo not given),-87

compound	14-3-3 PPI
COc1cc(NC(=O)c2noc3c2CC(C(C)(C)C)CC3)c(OC)cc1Cl (stereo not given)	-9
CCOC(=O)C1=C(C)NC(=O)NC1c1ccc(OCC)c(OCC)c1 (stereo not given)	-2
CCc1ccc(NC(=O)CSc2nccn2-c2cccc(OC)c2)cc1	-3
O=C(NCCC1=CCCCC1)c1cnc2n(c1=O)CCS2	-11&5
Cc1cc(-c2ccccc2)nc2cc(C(=O)Nc3cc(Oc4ccc(O)cc4)cc([N+](=O)[O-])c3)nn12	-12
COc1cccc(C2=Nn3c(nnc3-c3cccc(F)c3)SC2)c1	7
Nc1ccccc1N1CCCCC1	-8
O=C1c2cccc3cccc(c23)C(=O)N1CC(=O)N1CCCc2ccccc21	-6
O=C1C(c2ccc(F)cc2)N(CCc2ccccc2Cl)C(=O)CN1C1CCCCC1 (stereo not given)	-3
Cc1ccc(-n2ncc3c(=O)[nH]c(SCC(=O)NCc4ccco4)nc32)cc1C	-23
COc1cccc(CN(Cc2cccnc2)S(=O)(=O)c2ccc(-n3cnnn3)c(C)c2)c1	1
CCCCNC(=O)C1CCN(S(=O)(=O)c2cccc3nsnc23)CC1	4
CC(NC(=O)C1CCN(S(=O)(=O)N2CCCC2)CC1)c1ccccc1 (stereo not given)	7
Cc1ccc(-n2nc3c(c2NC(=O)c2ccccc2I)CSC3)c(C)c1	3
O=C(CN1CCN(Cc2ccccc2Cl)C1=O)N1CCOCC1	-2
CCCc1cc(Nc2cccc(OCC)c2)n2ncnc2n1	1
COc1c(C)cc(Br)cc1C(=O)NCc1cccnc1	-1
COCCNC(=O)C(c1ccco1)N(C(=O)Cn1nnc2ccccc21)c1ccc(C)cc1C (stereo not given)	0
COc1ccc(S(=O)(=O)N2CCC(C(=O)Nc3cccc(OC)c3)CC2)cc1	-4
CCOC(=O)c1cc2c(=O)n3ccccc3nc2n(C)c1=NC(=O)c1ccc(OC)cc1	3
CCOc1ccc(CN=c2c([N+](=O)[O-])nn(-c3ccccc3)n2O)cc1OC	3
O=C(Cn1c(=O)[nH]c2ccccc2c1=O)N1CCN(c2ccccn2)CC1	-2
O=C(CCOc1ccccc1)Nc1ccccc1	0
CC(=O)Nc1cc(C(=O)N2CCN(c3ccccc3)CC2)ccc1Sc1ccc(Cl)cc1	2
CC1CCC(NC(=O)C2(C)CCC(=O)N2Cc2cccnc2)CC1 (stereo not given)	3&0

compound	14-3-3 PPI
C=CCn1c(SCC(=O)Nc2cc(C)cc(C)c2)nnc1-c1cnccn1	-12
CCOc1ccc(-c2nnc(Nc3ccc(C(=O)N(CC)CC)cc3)c3ccccc23)cc1	-2
CC(C)c1ccc(-c2nc(N3CCCC3)[nH]c(=O)c2C#N)cc1	-1
Nc1nnc(C2CCCC2)s1	6
CCOC(=O)C1=C(N)N(c2cccc([N+](=O)[O-])c2)C2=C(C(=O)CCC2)C1c1ccc(Br)cc1 (stereo not given)	-9
COCc1c(C#N)c(Nc2cccc(C(F)(F)F)c2)nc(C)c1[N+](=O)[O-]	-60
COC(=O)C1=C(C)NC(C)=C(C(=O)OC)C1c1ccc(Cl)cc1	-8
O=C(CN1CCN(C(=O)c2ccco2)CC1)Nc1ccc2c(c1)OCCO2	-1&-1
Cc1ccc(NC(=O)CCCN2C(=O)c3cccnc3C2=O)cc1Cl	-11
Cc1cccc(OCCCCc2c(C)n[nH]c2C)c1C	-2
COc1ccc(CNC(=O)c2c[nH]c3ccc(S(=O)(=O)N4CCc5ccccc5C4)cc3c2=O)cc1	-8
Cc1cc(=O)oc(C)c1C(=O)Nc1cccc2nonc12	-10
CCOC(=O)c1cnc(SCC(=O)Nc2ccc(NC(=O)CC)c(OC)c2)nc1N	-4
O=C1C2C3C=CC(CO)(O3)C2C(=O)N1c1ccc(Cl)c(C(F)(F)F)c1 (stereo not given)	-65

# These rows are one share of the data. The share of hits here may be higher or lower than overall.
